# Screening results from PubChem.
# Pf Dd2 inh = blocks in vitro growth of P. falciparum Dd2. actives 4.3% (n = 120,000). Potency, µM (series often up to 28.9 µM), for inactives: top-dose activity, negative = inhibition, actives largely listed as inhibitors. P. falciparum Dd2 growth, SYBR Green, 72 h; active = well fitted inhibition curve with a large enough effect; inconclusive = small, poorly fitted or top-dose-only effect; inactive = no such curve, though single readings can be large or run the other way;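 also: plate controls were DMSO vehicle for no effect and reference drug for full effect; nearly all actives have a fitted effect of over 65% in size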
#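 Infected erythrocytes (Dd2, 0.3% parasitemia, 2.5% hematocrit final) are added to compound in RPMI-1640/Albumax II medium, grown 72 h at 37C in low oxygen, then lysed with saponin/Triton-X containing SYBR Green and read by fluorescence.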
# * hit, by the source's call; i = inactive; ? = inconclusive; [ ] = remark or other dose. Potency is read from the fitted curve at half-maximal effect. A portion of the library; count on the stated rates, not on these rows.
> CSc1ccc(CNC(=O)c2ccc3c(c2)N(C)C2CCCCN2C3=O)cc1 (stereo not drawn)
  Pf Dd2 inh: i

> CCCN1CCCC12Cc1ccccc1CN(C(=O)CCNC(C)=O)C2 (stereo not drawn)
  Pf Dd2 inh: -8.7%

> CCC(=O)N1CCOc2ccc(CN3CCCCC3)cc2C1
  Pf Dd2 inh: 2.8%

> COc1cccc(NC(=O)CC2CCCCN(C)C2=O)c1 (stereo not drawn)
  Pf Dd2 inh: 10.8%

> O=C(c1ccncc1)N1CCC(c2noc(-c3cnccn3)n2)C1 (stereo not drawn)
  Pf Dd2 inh: i[5.79 µM]

> COc1cc(-c2nc3cc4[nH]c(=O)[nH]c4cc3[nH]2)cc(OC)c1O
  Pf Dd2 inh: ?

> O=C(c1ccc2c(c1)N(C(=O)c1ccccc1)CC2)N1CCN(c2cccc(Cl)c2)CC1
  Pf Dd2 inh: ?

> COc1ccccc1OCC(=O)N(Cc1ccc(N(C)C)cc1)CC1CCCO1 (stereo not drawn)
  Pf Dd2 inh: -21.6%

> COc1cccc(NC(=O)Cn2c(=O)n(-c3cccc(OC)c3)c(=O)c3sc4ccccc4c32)c1
  Pf Dd2 inh: ?

> Cc1ccc(CN2CC[C@@H]3OCC(=O)N(Cc4ccccc4)[C@H]3CC2)o1
  Pf Dd2 inh: ?

> Cn1c([C@H]2CCN(C(=O)COc3ccccc3)C2)nc2ccccc21
  Pf Dd2 inh: -18.0%[44.1 µM]

> COc1ccc(S(=O)(=O)N(CCc2ccccc2)CC(=O)NCc2ccc(C)cc2)cc1
  Pf Dd2 inh: 83.1%[activator]

> O=C(CCS(=O)(=O)c1cc(Br)cc2c1N(C(=O)C1CC1)CC2)N1CCN(c2ccc(F)cc2)CC1
  Pf Dd2 inh: 7.94µM*

> COc1ccccc1-c1nc(C(=O)N2CCOCC2)n2ccncc12
  Pf Dd2 inh: 1.7%

> Cc1ccc(-c2noc([C@@H]3C[C@@H](O)CN3C3CCN(C)CC3)n2)cc1F
  Pf Dd2 inh: i

> COc1ccc(-c2noc(CN(C(=O)c3cc(OC)c(OC)cc3OC)C(C)C)n2)cc1
  Pf Dd2 inh: -1.1%

> O=C(Nc1ccc(Oc2ccccc2)cc1)N[C@H]1CO[C@H]2[C@@H]1OC[C@@H]2n1cc(-c2ccccn2)nn1
  Pf Dd2 inh: -21.9%

> COc1cccc(CC(=O)Nc2ccc(-c3nc4ccccc4s3)cc2Cl)c1
  Pf Dd2 inh: 13.0%

> Cc1nc(-c2c3n(c(=O)n(CC(=O)Nc4ccc(F)c(Cl)c4)c2=O)CCCC3)no1
  Pf Dd2 inh: -16.6%

> COc1cc(-c2noc(-c3ccc(NC4CCCC4)c([N+](=O)[O-])c3)n2)cc(OC)c1OC
  Pf Dd2 inh: 75.9%[activator]

> CCOc1ccc2c(n1)CCN(C(=O)c1ccco1)C2
  Pf Dd2 inh: ?

> CN1CCCCC1CCNC(=O)c1ccc(N2CCOCC2)nc1 (stereo not drawn)
  Pf Dd2 inh: -6.8%

> Cc1ccc(CN(C)C2CCc3ccccc32)cc1 (stereo not drawn)
  Pf Dd2 inh: i

> Cc1ccccc1NC(=O)c1ccc(F)c(S(=O)(=O)N(C)C2CCCCC2)c1
  Pf Dd2 inh: -4.3%

> O=C(Nc1cccc(Br)c1)N1CCC(CN2CCCCC2)CC1
  Pf Dd2 inh: ?

> COCc1cc(=O)n(CC(=O)NCc2cccc(OC)c2)c(N2CCOCC2)n1
  Pf Dd2 inh: ?

> O=c1c2ccccc2n2c(-c3ccc(Cl)cc3)nnc2n1CCc1ccccc1
  Pf Dd2 inh: -16.7%

> COc1cccc(-c2nc3cc4c(cc3cc2CN2CCCOCC2)OCO4)c1OC
  Pf Dd2 inh: -2.7%

> COc1ccc(C(=O)N2CC3(CCN(C)CC3)c3cc(OC)c(OCc4ccccc4)cc32)cn1
  Pf Dd2 inh: i

> Cc1ccc(CCNC(=O)CN2C(=O)COc3ccc(S(=O)(=O)N4CCC(C)CC4)cc32)cc1
  Pf Dd2 inh: -20.4%

# A stretch from the list above:
> O=C(c1ccc2c(c1)N(C(=O)c1ccccc1)CC2)N1CCN(c2cccc(Cl)c2)CC1
  Pf Dd2 inh: ?

> COc1ccccc1OCC(=O)N(Cc1ccc(N(C)C)cc1)CC1CCCO1 (stereo not drawn)
  Pf Dd2 inh: -21.6%

> COc1cccc(NC(=O)Cn2c(=O)n(-c3cccc(OC)c3)c(=O)c3sc4ccccc4c32)c1
  Pf Dd2 inh: ?

> Cc1ccc(CN2CC[C@@H]3OCC(=O)N(Cc4ccccc4)[C@H]3CC2)o1
  Pf Dd2 inh: ?

> Cn1c([C@H]2CCN(C(=O)COc3ccccc3)C2)nc2ccccc21
  Pf Dd2 inh: -18.0%[44.1 µM]

> COc1ccc(S(=O)(=O)N(CCc2ccccc2)CC(=O)NCc2ccc(C)cc2)cc1
  Pf Dd2 inh: 83.1%[activator]

> O=C(CCS(=O)(=O)c1cc(Br)cc2c1N(C(=O)C1CC1)CC2)N1CCN(c2ccc(F)cc2)CC1
  Pf Dd2 inh: 7.94µM*

> COc1ccccc1-c1nc(C(=O)N2CCOCC2)n2ccncc12
  Pf Dd2 inh: 1.7%

> Cc1ccc(-c2noc([C@@H]3C[C@@H](O)CN3C3CCN(C)CC3)n2)cc1F
  Pf Dd2 inh: i

> COc1ccc(-c2noc(CN(C(=O)c3cc(OC)c(OC)cc3OC)C(C)C)n2)cc1
  Pf Dd2 inh: -1.1%

> O=C(Nc1ccc(Oc2ccccc2)cc1)N[C@H]1CO[C@H]2[C@@H]1OC[C@@H]2n1cc(-c2ccccn2)nn1
  Pf Dd2 inh: -21.9%

> COc1cccc(CC(=O)Nc2ccc(-c3nc4ccccc4s3)cc2Cl)c1
  Pf Dd2 inh: 13.0%

> Cc1nc(-c2c3n(c(=O)n(CC(=O)Nc4ccc(F)c(Cl)c4)c2=O)CCCC3)no1
  Pf Dd2 inh: -16.6%

> COc1cc(-c2noc(-c3ccc(NC4CCCC4)c([N+](=O)[O-])c3)n2)cc(OC)c1OC
  Pf Dd2 inh: 75.9%[activator]

> CCOc1ccc2c(n1)CCN(C(=O)c1ccco1)C2
  Pf Dd2 inh: ?

> CN1CCCCC1CCNC(=O)c1ccc(N2CCOCC2)nc1 (stereo not drawn)
  Pf Dd2 inh: -6.8%

> Cc1ccc(CN(C)C2CCc3ccccc32)cc1 (stereo not drawn)
  Pf Dd2 inh: i

> Cc1ccccc1NC(=O)c1ccc(F)c(S(=O)(=O)N(C)C2CCCCC2)c1
  Pf Dd2 inh: -4.3%

> O=C(Nc1cccc(Br)c1)N1CCC(CN2CCCCC2)CC1
  Pf Dd2 inh: ?

> COCc1cc(=O)n(CC(=O)NCc2cccc(OC)c2)c(N2CCOCC2)n1
  Pf Dd2 inh: ?

> O=c1c2ccccc2n2c(-c3ccc(Cl)cc3)nnc2n1CCc1ccccc1
  Pf Dd2 inh: -16.7%

# The list continues.
> Cc1nnc([C@@H]2CC(F)(F)CN2C(=O)COc2ccc(Cl)cc2)o1
  Pf Dd2 inh: 29.5%

> Cc1cc(Oc2nc3ccccn3c(=O)c2/C=C(\C#N)c2nc3ccccc3s2)ccc1Cl
  Pf Dd2 inh: i

> CN1CCN(c2cc(=O)c3ccnc(-c4ccc(CO)cc4)c3o2)CC1
  Pf Dd2 inh: -4.1%[44.1 µM]

> CCOc1ccc2nc(N3CCC(C(=O)Nc4ccc(Br)cc4F)CC3)sc2c1
  Pf Dd2 inh: -26.9%

> C[C@H](C(=O)NCCN1CCOCC1)C1CC[C@@]2(C)Cc3sc(CS(=O)(=O)C(C)(C)C)nc3[C@@H](C)[C@@H]2[C@H]1O (stereo partly drawn)
  Pf Dd2 inh: i

> CCc1ccc(NC(=O)Cn2ccn3nc4c(c3c2=O)CCCCC4)cc1
  Pf Dd2 inh: i

> COc1cccc([S+](=O)([O-])N2CCn3ncc(C(=O)N4CCOCC4)c3C2)c1
  Pf Dd2 inh: 2.3%

> O=C(Nc1ccccc1)N1C[C@@H]2C[C@H](C1)c1c(-c3ccccc3F)ccc(=O)n1C2
  Pf Dd2 inh: -24.5%[44.1 µM]

> COc1ccc(CC(=O)N2CCN(c3cc(-c4ccc(OC)cc4)[nH]n3)CC2)cc1
  Pf Dd2 inh: -23.7%

> Cc1cccc(NC(=O)c2ccc3nc(C(C)C)oc3c2)c1C
  Pf Dd2 inh: 2.4%

> Fc1cc(F)cc(-c2ccc(CN3CC4CCC(C3)N4c3ccc(C(F)(F)F)cc3)cc2)c1
  Pf Dd2 inh: ?

> CC(C)C(=O)N1Cc2ccccc2CC2(CCCN2Cc2ccncc2)C1 (stereo not drawn)
  Pf Dd2 inh: ?

> CC1CCCN(c2cc3c(cc2F)c(=O)c(S(=O)(=O)c2cccc(Cl)c2)cn3C)C1 (stereo not drawn)
  Pf Dd2 inh: i

> COc1ccc(C(=O)N2CCc3n[nH]c(=O)n3CC2)cc1F
  Pf Dd2 inh: 43.0%[activator]

> COc1cccc2c1cc1c(=O)n(CC(=O)O)nc(C)n12
  Pf Dd2 inh: -0.9%

# (list continues)
smiles	Pf Dd2 inh
CS(=O)(=O)N1CC2(CCCN(CC3CC3)C2)Cc2ccccc21 (stereo not drawn)	?
O=C(NCc1ccc(F)cc1Cl)C1CCN(C(=O)c2ncn3c2COC(c2ccccc2)C3)CC1 (stereo not drawn)	i
CC(=O)Nc1ccc(Cl)c(C(=O)N2CCC3(CCCN(C)C3=O)C2)c1 (stereo not drawn)	-6.5%
O=C(NC[C@H]1OC[C@@H](NCc2ccc(F)cc2)[C@@H]1O)c1ccncc1	17.1%[44.1 µM]
CN(C)c1nc(NCCN2CCOC2=O)ncc1F	-6.1%
COCCN1CC2(CCCN(C(=O)CCc3cccc(F)c3)C2)CCC1=O (stereo not drawn)	-5.9%
CCC(C(=O)NCCc1ccccc1)n1nc(C)c2sc3ccccc3c2c1=O (stereo not drawn)	-11.8%
CC(=O)N[C@H]1[C@H](O)[C@H](O)C[C@@H]1c1ccc(C(F)(F)F)cc1	26.6%[44.1 µM]
CC(C)c1noc(-c2cn(C3CCN(C(=O)c4cccc5[nH]ccc45)CC3)nn2)n1	-4.5%
CCOC(=O)c1sc2ccccc2c1S(=O)(=O)N1CCN(c2cc(C)ccc2C)CC1	?
O=[S+]([O-])(c1ccccc1)N1CC(Oc2ccc(F)cc2F)C1	4.7%
Cc1cc(C(=O)N2CC(F)(F)C[C@H]2c2nc(C3CC3)no2)ccn1	18.0%
COc1ccc2[nH]c(C[C@@H]3C[C@@H](C(C)C)[C@H](CNC(=O)c4cnccn4)C=C3C)nc2n1	i
Cc1ccc(CCNC(=O)Cn2c(-c3cccs3)cc3ccccc32)cc1	12.6µM*
O=C(CCn1c(=O)c2cccn2c2cccnc21)N1CCN(c2ccc(Cl)cc2)CC1	-18.2%
Cc1ccc(NC(=O)N2CCCCCCN(C)C(=O)CC2)cc1C	?
Cc1noc(C)c1CCCNC(=O)[C@@]12CNC[C@@H]1CN(Cc1ccccc1)C2	?
CCN1C(=O)CCN(S(=O)(=O)c2cccc(OC)c2)CC12CCOCC2	-10.2%
CCOC(=O)c1sc2ncn(CC(=O)Nc3cc(Cl)ccc3C)c(=O)c2c1C	33.2%[activator]
COc1ccccc1C(=O)NC[C@@H]1C=C(C)[C@H](Cc2nc3ccccc3[nH]2)C[C@H]1C(C)C	?
COc1ccc(-c2noc(C(=O)O)c2[C@@H](C)NC(=O)CC(C)C)cc1	25.8%[44.1 µM]
CNc1ccnc(N2CCC(N3CCCC(C(=O)N4CCCC4)C3)CC2)n1 (stereo not drawn)	-5.5%
Cc1ncsc1CN1CCC2(CC1)CC(Cc1nc(-c3ccccc3)no1)CCO2 (stereo not drawn)	i
Cc1noc([C@@H]2CN(S(=O)(=O)c3ccc4c(c3)CCCC4)C[C@H]2C(N)=O)n1	-15.3%
NC(=O)[C@H](Cc1ccc(O)cc1)NC(=O)[C@@]1(O)C[C@@H](O)[C@H](O)[C@@H](NC(=O)Nc2ccc(OC(F)(F)F)cc2)C1	16.3%
Cc1cccc(NC(=O)c2ccc3c(c2)N(C)C2CCCCN2C3=O)c1 (stereo not drawn)	?
CN1Cc2ccccc2-n2ccnc2C12CCN(C(=O)C1(c3ccccc3)CC1)CC2	23.6%[5.79 µM]
